Screens from PubChem.
RmlCD inh mix = RmlC/RmlD inhibition, mixture screen | RmlC/RmlD coupled enzyme inhibition, 384-well mixture HTS | inhibition, % at 5.5 µM | 110,000 compounds, 0.39% hits | AID 1532; in the data active = inhibition above about 30%, passing the limit was not always enough; note: strong numbers were not always called active
HIV RNase H inh = inhibitors of HIV-1 reverse transcriptase RNase H; RT-RNase H RNA/DNA duplex cleavage, fluorescence; inhibition, % at 10 µM; 65,000 compounds, 1.9% hits; in the data active = inhibition above about 50%
Numbers without * were called inactive; nt = not tested or not shown; & = joins results of further samples. Not all compounds are listed; count on the stated rates, not on these rows.

The line under a structure holds: RmlCD inh mix	HIV RNase H inh
- COc1cccc(-c2nnc3sc(-c4ccccc4)nn23)c1
 : -8	-17
- c1csc(CNCCN2CCOCC2)c1
 : 104	nt
- Cc1cc(C)nc(Nc2ccc(C(=O)O)cc2)n1
 : -11	nt
- CC(C)Cn1c(SCC(=O)NC(=O)NC2CCCC2)nc2ccccc21
 : -5	-10
- CCCCC1=CC2=CC(=O)C(C)(OC(=O)CC)C(=O)C2=CN1CCOC (stereo unspecified)
 : 5	nt
- CCn1c(CCC(=O)Nc2nc3c(s2)CCCC3)nc2cc(S(=O)(=O)N(C)C)ccc21
 : -6	3
- CC(=O)N1C(=O)C2(C(C#N)=C(N)Oc3n[nH]c(-c4ccccn4)c32)c2ccccc21 (stereo unspecified)
 : nt	0
- Cc1sc(-c2ccccn2)nc1OC(=O)c1ccc(Cl)cc1
 : 19	nt
- Cc1ccccc1C(=O)NCc1nnc(SCC(=O)N2c3ccccc3Sc3ccccc32)n1C
 : -1	nt
- CC(C)CNC(=O)c1ccccc1NC(=O)Nc1ccccc1
 : -14	nt
- Cc1ncsc1C(=O)Nc1nc2c(s1)CC(C)CC2 (stereo unspecified)
 : -12	-6
- C=CCn1c(SCC(=O)Nc2cc(C)ccc2OC)nnc1-c1ccco1
 : 7	7
- COc1cc(CN2CCN(c3cccc(C)c3C)CC2)cc(Br)c1O
 : 28	2
- COC(=O)NC1CSCC1OC(=O)CCN1C(=O)c2ccccc2C1=O (stereo unspecified)
 : -16	-1
- COC(=O)CSc1ncnc2c1sc1nc(N3CCOCC3)c3c(c12)CCCC3
 : -18	nt
- O=C(Nc1cccc(Cl)c1)Nc1nnc(-c2ccccc2)o1
 : -3	nt
- O=S1(=O)C=C(N2CCOCC2)c2ccccc21
 : 6	-2
- CCOc1ccc(-n2ccnc2SCC(=O)NCc2ccc3c(c2)OCO3)cc1
 : 0	-14
- CCCN1C(=O)C(Cc2nc3ccccc3c(=O)n2C)c2ccccc21 (stereo unspecified)
 : 6	nt
- Nc1nc2c(s1)CC(c1ccccc1)CC2 (stereo unspecified)
 : -6	-12
- O=C(NCc1ccc(F)cc1)c1cc(-c2cccs2)on1
 : -11	-3
- Cc1csc(NC(=O)C2CCN(C(=O)CSc3nnc(C)n3Cc3ccccc3)CC2)n1
 : 4	-6
- O=C(OCC(=O)N1CCc2ccccc21)c1cccnc1
 : 7	-14
- COC(=O)CSC1=C(C#N)C(c2sccc2C)CC(=O)N1 (stereo unspecified)
 : 9	-4
- CSc1cccc(NC(=O)CN(c2cccc(C)c2)S(C)(=O)=O)c1
 : -10	nt
- O=C(Nc1cnc2ccccc2c1)C1COc2ccccc2O1 (stereo unspecified)
 : -11	-11
- CCOC(=O)Cc1nnc(Nc2cccc(C)c2)c2ccccc12
 : 5	nt
- COc1ccc(-c2nnc(NC(=O)c3ccccc3C)o2)cc1
 : 1	-1
- Cc1cccc2cc(C#N)c(N3CCN(C)CC3)nc12
 : -11	-3
- Cn1c(SCC(=O)NC2CC2)nnc1C(F)(F)F
 : 4	-1
- Fc1ccc(/C=C2\CCCC3=C2Nc2ncnn2C3c2ccc(F)cc2)cc1 (stereo unspecified)
 : 2	nt
- Cc1nc2sccn2c1-c1nc(-c2cc3ccccc3o2)cs1
 : nt	-11
- CCO[C@H]1OC(C(=O)O)=C[C@@H](C(C)(C)C)[C@@H]1CCCO
 : 4	nt
- CC(=O)N1CCN(C(=O)Nc2cccc(C(F)(F)F)c2)CC1
 : 8	-7
- Cn1c(N2CCN(c3ccccn3)CC2)nc2c1c(=O)n(Cc1ccc(Cl)cc1)c(=O)n2C
 : -15	-10
- C/C(=N\Nc1ccc(Cl)cc1)c1ccccn1
 : 9	nt
- Cc1cc(C)n(-c2nc(N(C)C)nc(N3CCOCC3)n2)n1
 : 5	nt
- COc1ccc(S(=O)(=O)Nc2ccc(F)cc2)cc1N(C)S(=O)(=O)c1ccc(Cl)cc1
 : -11	nt
- O=C(c1ccc(Br)o1)N(c1ccc(Br)cc1)C1C=CS(=O)(=O)C1 (stereo unspecified)
 : 5	-12
- CCOc1ccc(-c2[nH]ncc2Oc2ccccc2OC)c(O)c1
 : 2	-4
- CCC(=NCc1cc(OC)cc(OC)c1)c1c(O)n(C)c(=O)n(C)c1=O
 : -8	nt
- Cc1cc(OCC(=O)C(C)(C)C)c2c(C)c(C)c(=O)oc2c1
 : 6	-10
- COCCNC(=O)C1(C)C=CC2(CCCCC2)N1C(=O)c1ccccc1 (stereo unspecified)
 : 4	nt
- CCN1CCCC1CNCc1ccccc1OCc1ccc(F)cc1 (stereo unspecified)
 : -11	nt
- O=C(OCCN1C(=O)c2ccccc2C1=O)c1ccc(S(=O)(=O)N2CCCCCC2)cc1
 : 0	-5
- O=C(c1ccco1)N1CCN(c2nc3ccccc3c(=O)n2-c2ccccc2)CC1
 : 10	-7
- CCN(CC)C1CCCCC1NS(=O)(=O)c1ccc(Cl)cc1 (stereo unspecified)
 : -12	-6
- Cc1cccc(Cn2c(SCC(=O)Nc3ccccc3)nc3c2c(=O)[nH]c(=O)n3C)c1
 : -27	39
- CCOc1cc(C=O)c(Br)cc1OC1CCCC1
 : -25	nt
- Cc1ccc(O)c(NC(=O)CCC2CCCCC2)c1
 : -9	8

Following part.
The line under a structure holds: RmlCD inh mix	HIV RNase H inh
- CC[C@@]1(O)C(=O)OCc2c1cc1n(c2=O)Cc2cc3c(CN(C)C)c(O)ccc3nc2-1
 : 38*	nt
- N#Cc1cc2c(nc1SCC(=O)NCc1ccc3c(c1)OCO3)CCCCC2
 : 6	-6
- CCC(c1nnnn1CC1CCCO1)N(CCN1CCOCC1)Cc1cc2cc(C)ccc2[nH]c1=O (stereo unspecified)
 : -5	6
- CNS(=O)(=O)c1cnccc1N1CCN(c2cccc(Cl)c2)CC1
 : -24	nt
- Cc1cccc(-n2c(-c3csc(C)c3)n[nH]c2=S)c1
 : 3	nt
- CC1CCc2cccc3c2N1c1cc(C#N)c(C#N)cc1O3 (stereo unspecified)
 : 8	-9
- Cc1[nH]c2ccc(S(N)(=O)=O)cc2c1C
 : -22	0
- Cc1ccc(-c2n[nH]c(=O)c3ccccc23)cc1S(=O)(=O)NCCO
 : 4	nt
- O=C(Cc1cccs1)Nc1nnc(-c2ccncc2)s1
 : 0	-3
- Cc1nc2ccccc2cc1OCc1ccc(Cl)cc1
 : 47	nt
- O=C(Nc1ccc(NC(=O)c2cccs2)cc1)c1ccc(Br)o1
 : -1	nt
- O=C(Nc1nc(-c2cccs2)cs1)c1cccc(S(=O)(=O)N2CCCCC2)c1
 : -16	22
- O=C(ONC1=NCCCCC1)c1ccc(Cl)cc1
 : 31	nt
- Cc1ccc2[nH]c3c(=O)n(CCc4cnc[nH]4)cnc3c2c1
 : -4	nt
- CCN(CC)c1nc(N2CCOCC2)c(C#N)c2c1CN(C)CC2
 : 10	4
- COc1ccc2[nH]cc(S(=O)(=O)c3ccc(F)cc3)c(=O)c2c1
 : -4	nt
- O=C(CCC(=O)NC1CCN(Cc2ccccc2)CC1)NCc1ccco1
 : 1	1
- CC(=O)c1cccc(S(=O)(=O)N2CCCC(c3nc(-c4ccc(C)o4)no3)C2)c1 (stereo unspecified)
 : 4	12
- CNS(=O)(=O)c1cccc(C(=O)OCC(=O)Nc2ccccc2OC(F)F)c1
 : -13	-1
- O=c1[nH]c(=O)n(Cc2ccc(F)cc2)c(O)c1C=NCCCn1ccnc1
 : -4	nt
- COC(=O)c1[nH]c2ccccc2c1NS(=O)(=O)c1ccc(F)c(C)c1
 : -9	-17
- COc1ccccc1NC(=O)CSc1nc(C)c2c(c1C#N)CCCC2
 : -3	nt
- O=C1CC(NCc2ccncc2)C(=O)N1c1ccccc1 (stereo unspecified)
 : 9	-5
- COc1cccc(-c2nnn(CCc3nn[nH]n3)n2)c1
 : 7	nt
- Cc1cc(C)c(C2=CC(c3ccccc3)n3ncnc3N2)cc1C (stereo unspecified)
 : 11	nt
- O=C(Cn1c(=O)n(-c2ccccc2)c(=O)n1CC(=O)N1CCCCC1)N1CCCCC1
 : 5	-4
- CCOc1ccc(N(CC(=O)OC)S(=O)(=O)c2ccc3c(c2)n(C)c(=O)c(=O)n3C)cc1
 : -6	nt
- O=C(Nc1ccc(Cl)c(-c2nc3ccccc3[nH]2)c1)c1cccnc1
 : 3	nt
- COc1ccccc1CNC(=O)C1CCCN(S(=O)(=O)c2cccc3cccnc23)C1 (stereo unspecified)
 : -28	-36
- CCOC(=O)Nc1ccc2c(c1)N(C(=O)OCCN(C)C)c1ccccc1CC2
 : 8&3	-6
- O=C(c1cccc(S(=O)(=O)N2CCCC2)c1)N1CCN(c2ccccc2)CC1
 : 7	2
- Cc1cc(F)ccc1S(=O)(=O)Nc1c(C)n(C)n(-c2ccccc2)c1=O
 : 6	-5
- O=C(O)CC1SC(=Nc2ccccc2)N(c2ccccc2)C1=O (stereo unspecified)
 : -7	5
- CCSc1nnc(-c2ccccc2N)c(=O)[nH]1
 : 10	-7
- COc1ccc(OC)c(S(=O)(=O)N2CCC(C(=O)Nc3cccc(C(F)(F)F)c3)CC2)c1
 : -9	12
- Cc1ccc(CN2CCC(c3nc4ccc(Cl)cc4[nH]3)CC2)cc1
 : 8	nt
- O=C(NCCCn1ccnc1)c1ccc(Cl)c(S(=O)(=O)N2CCOCC2)c1
 : -8	4
- COC(=O)C1=COC(C)C2CN3CCc4c([nH]c5cc(OC)c(OC)cc45)C3CC12 (stereo unspecified)
 : 7	nt
- Fc1ccc(-c2nnn(Cc3nc4ccccc4s3)n2)cc1
 : 6	-21
- CCn1c(C)c(C(C)=O)c(N2CCN(c3cccc(Cl)c3)CC2)nc1=S
 : -13	nt
- O=C(Nc1ccc(N2CCCC2)cc1)C(c1ccccc1)c1ccccc1
 : 27	nt
- COc1ccc(-c2cc(=O)oc3c(C)c(OCc4nn[nH]n4)ccc23)cc1
 : 5	-15
- Cc1nnc(SCC(=O)Nc2ccccc2)n1CCc1ccccc1
 : 10	-11
- Cc1ccc(S(=O)(=O)N2CCN(C(=O)CN3CCOCC3)C2c2ccccc2)cc1 (stereo unspecified)
 : 18	-3
- CCOC(=O)C1CCCN(C(=O)C2c3ccccc3Oc3ccccc32)C1 (stereo unspecified)
 : 2	-24
- COc1ccc(C(=O)ON=C2CCN(c3ccc([N+](=O)[O-])cc3)CC2)cc1
 : -6	nt
- COCCOc1cc(NC(=O)c2sccc2Oc2ccc([N+](=O)[O-])cc2F)c(Cl)cc1Cl
 : -20	nt
- COc1ccccc1NC(=O)COc1cc(C)nc(C(C)C)n1
 : 7	nt
- COc1ccccc1NC(=O)Nc1nnc(C(C)C)s1
 : nt	-9
- Nc1ccc(SC(F)(F)F)cc1C(=O)c1ccccc1
 : nt	-80

Further compounds follow:
The line under a structure holds: RmlCD inh mix	HIV RNase H inh
- NC(=O)C1=C[C@@H](c2ccc(Br)cc2)C[C@@H](OCCCCO)O1
 : -23	nt
- CCOC(=O)N1CCN(S(=O)(=O)c2ccc(OCC(=O)OC)cc2)CC1
 : -11	1
- Cn1c(=O)c2c(nc(CN3CCN(c4ccc(F)cc4)CC3)n2Cc2ccccc2F)n(C)c1=O
 : -7	12
- CCCCCn1c(=O)[nH]c2cc(C(=O)NCc3ccco3)ccc2c1=O
 : 8	nt
- Cc1ccnc2nc(C(=O)Nc3ccc4c(c3)OCO4)nn12
 : 6	nt
- Cc1ccc(SC(C)C(=O)Nc2cccnc2)cc1 (stereo unspecified)
 : 6	nt
- Cc1ccc(C(=O)C(OC(=O)CCC(=O)Nc2cccc(C)c2)c2ccccc2)cc1 (stereo unspecified)
 : -19	nt
- COc1ccc(CNc2oc(-c3ccccc3)nc2C#N)cc1
 : -41	-55
- CC(/C=N/NC(=O)c1cccc([N+](=O)[O-])c1)=C\c1ccccc1
 : -7	nt
- COc1ccc(-n2c(SCC(=O)Nc3sc4c(c3C#N)CCCC4)nnc2-c2ccccc2OC)cc1
 : 8	nt
- CC(=O)NC1(c2ccccc2)CCN(Cc2nnnn2C(C)(C)C)CC1
 : -1	-5
- COc1ccc(-c2nnnn2C)cc1S(=O)(=O)NCc1ccccc1
 : 3	-4
- COc1cc2[nH]c(=O)n(CCC(=O)NC3CCCC3)c(=O)c2cc1OC
 : 7	-14
- CS(=O)(=O)c1ccc2nc(NC(=O)CCC(=O)c3cccs3)sc2c1
 : -10	28
